# ERG Ets-DNA blk = blocks human ERG Ets domain binding to DNA; fluorescence polarization, His-ERG Ets domain / labelled DNA; Potency, µM (series often up to 76.9 µM), for the others: at the highest dose FP activity, negative = inhibition, most hits filed as inhibitors; AID 624246; hit rate 0.028% among 370,000; active means well fitted inhibition curve with a large enough effect in the polarisation, with a control signal flat; inconclusive means small, poorly fitted or top-dose-only effect, or effect the other way, or a change in a side signal; inactive means no such curve, though single readings can be large or run the other way; the % refers to the polarisation;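 further: polarization taken with two DNA probes labelled with fluorescein and Texas red; potency means the concentration at half of the fitted maximal effect; % of control where 0% means no effect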
#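 His-tagged ERG Ets domain (1 uM in the protein solution; 300mM KCl, 50mM Tris-HCl, 1mM EDTA, 1mM DTT, pH 7.5) received compound, then a probe mix of 5 nM fluorescein-DNA and 100nM Texas-615-DNA. Fluorescence polarization was read for both dyes.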
# JMJD2A Tudor inh = JMJD2A Tudor domain (human) inhibition; O75164; AlphaScreen JMJD2A-Tudor / H3K4me3 peptide binding; Potency, µM (top dose mostly 114 µM), without a hit: at the highest dose activity change, negative = inhibition, actives largely listed as inhibitors; hit rate 4.4% among 390,000; further: potency means the concentration at half of the fitted maximal effect; on the % scale 0 is the no-effect control and ±100 the full control effect; nearly all actives have a fitted effect of over 50% in size
# ALOX12 inh = ALOX12 (human) lipoxygenase inhibition. P18054. AID 1671190. purified 12hLO, xylenol orange hydroperoxide absorbance. hit rate 1.1% among 580,000. Potency, µM (top dose mostly 108 µM), for inactives: at the highest dose activity change, negative = inhibition, actives largely listed as inhibitors; further: potency means the concentration at half of the fitted maximal effect; on the % scale 0 is the no-effect control and ±100 the full control effect
# Target sequence (P18054 whole entry, looked up): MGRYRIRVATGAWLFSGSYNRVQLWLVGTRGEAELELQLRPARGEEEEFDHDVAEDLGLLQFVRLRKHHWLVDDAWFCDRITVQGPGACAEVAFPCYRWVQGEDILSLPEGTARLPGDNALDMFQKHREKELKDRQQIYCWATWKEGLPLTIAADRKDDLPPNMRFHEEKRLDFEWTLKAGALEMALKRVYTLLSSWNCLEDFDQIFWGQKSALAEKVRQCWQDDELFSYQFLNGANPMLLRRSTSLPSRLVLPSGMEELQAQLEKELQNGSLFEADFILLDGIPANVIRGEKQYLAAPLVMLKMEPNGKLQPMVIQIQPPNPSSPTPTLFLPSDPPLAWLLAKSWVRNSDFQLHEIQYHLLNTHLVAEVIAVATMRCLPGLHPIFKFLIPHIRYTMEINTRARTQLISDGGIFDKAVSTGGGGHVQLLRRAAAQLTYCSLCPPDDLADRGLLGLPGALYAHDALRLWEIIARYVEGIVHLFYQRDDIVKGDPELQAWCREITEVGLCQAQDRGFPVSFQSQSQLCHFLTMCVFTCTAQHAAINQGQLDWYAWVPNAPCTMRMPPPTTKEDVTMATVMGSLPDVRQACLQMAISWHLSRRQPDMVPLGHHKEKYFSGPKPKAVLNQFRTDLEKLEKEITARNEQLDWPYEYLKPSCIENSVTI
#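 Hydroperoxide product was detected by ferrous iron/xylenol orange as the 573 to 405 nm absorbance ratio. Arachidonic acid at 40 uM (final) was turned over for 30 min at room temperature by 150 nM human 12hLO, pH 7.0 Hepes buffer, after 15 min compound preincubation.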
# HP1b binding inh = blocks HP1-beta chromodomain binding to methylated histone tails; AlphaScreen HP1-beta / biotin-H3K9me3 peptide binding; Potency, µM (titrated, usually from 114 µM), inactives show at the highest dose activity change, negative = inhibition, usual class: inhibitors; hit rate 0.56% among 390,000; AID 540317; further: potency means the concentration at half of the fitted maximal effect; nearly all actives have a fitted effect of over 70% in size; inactives centre near 23
# Target sequence (P83916 whole entry, looked up): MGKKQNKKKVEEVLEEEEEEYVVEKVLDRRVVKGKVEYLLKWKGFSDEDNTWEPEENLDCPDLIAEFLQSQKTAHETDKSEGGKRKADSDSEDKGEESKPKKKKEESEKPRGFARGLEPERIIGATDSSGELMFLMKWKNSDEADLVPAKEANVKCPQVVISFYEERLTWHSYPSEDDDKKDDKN
#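 AlphaScreen: HP1-beta (50 nM) preformed 30 min with biotin-H3(1-18)K9me3 peptide (50 nM) in PBS pH 7.4, 0.01% Tween-20. Compound added for 30 min at RT, then streptavidin donor/nickel chelate acceptor beads (10 ug/mL) for 30 min.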
# BAZ2B inh = blocks human BAZ2B. hit rate 4.4% among 360,000. AlphaScreen BAZ2B-H3K14Ac peptide displacement. Potency, µM (top dose mostly 114 µM), for the others: at the highest dose activity change, negative = inhibition, usual class: inhibitors. Q9UIF8. AID 504333; further: potency means the concentration at half of the fitted maximal effect; on the % scale 0 is the no-effect control and ±100 the full control effect; nearly all actives have a fitted effect of over 60% in size
#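 BAZ2B 50 nM plus b-H3(5-23)K14Ac 50 nM, PBS pH 7.4/0.01% Tween-20, 30 min RT; compound added (max 110 uM), 30 min RT; streptavidin donor/Ni-chelate acceptor beads 10 ug/mL final, 20 min dark; AlphaScreen read.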
# PI4K2A inh = blocks human PI4K2A kinase activity. hit rate 0.13% among 420,000. AID 1346378. Q9BTU6. activity change, negative = inhibition, % at 76.9 µM. purified PI4K2A, ADP-Glo luminescence, 1 h; stronger effect = lower value; in the data active means activity change below about -50%; inconclusive means mostly about -30% to -49%;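 further: -100% = wells without enzyme as full effect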
#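 ADP-Glo luminescence measured ADP generated by PI4K2A enzyme (4 ug/mL before mixing) with 1.2 mM PI substrate (pre-mix) and 300 microM ATP (pre-mix). Tris pH7.5 buffer with MgCl2, Triton X-100; 1 h reaction at ambient temperature.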
# G9a block = inhibitors of human histone lysine methyltransferase G9a | Potency, µM (doses to about 102 µM), for the others: at the highest dose activity, negative = inhibition, actives largely listed as inhibitors | hit rate 8.8% among 350,000 | Q96KQ7 | G9a H3K9 monomethylation, AlphaScreen, 2 h; further: potency means the concentration at half of the fitted maximal effect; on the % scale 0 is the no-effect control and ±100 the full control effect; nearly all actives have a fitted effect of over 75% in size
#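 Methyltransferase reactions run at room temperature for 2 h (20 nM enzyme, 500 nM biotin-H3K9 peptide, 20 uM SAM) after a 15 min compound preincubation; product detected by AlphaScreen beads and anti-H3K9me1 antibody.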
# GLS inh = blocks human kidney-isoform glutaminase activity | O94925 | GLS enzymatic activity, qHTS titration | Potency, µM (top dose mostly 45.5 µM), without a hit: at the highest dose activity change, negative = inhibition, actives largely listed as inhibitors | hit rate 0.21% among 410,000 | AID 624170; further: potency means the concentration at half of the fitted maximal effect; on the % scale 0 is the no-effect control and ±100 the full control effect
#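 hKGA in 45 mM KH2PO4 (pH 8.2), 0.02% Tween-20 with compound, then 1mM L-Glutamine (stock as added) plus glutamate oxidase/HRP/Amplex red coupling mix. Fluorescence read initially and after 30 min at RT; signal change reflects glutamate formation.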
# RGS4 inh = inhibitors of human regulator of G protein signaling 4 | P49798 | Transcreener GDP fluorescence polarization, RGS4-accelerated GTP hydrolysis | Potency, µM (series often up to 114 µM), for inactives: at the highest dose activity change, negative = inhibition, most hits filed as inhibitors | hit rate 0.039% among 390,000 | AID 504845; further: potency means the concentration at half of the fitted maximal effect; on the % scale 0 is the no-effect control and ±100 the full control effect; nearly all actives have a fitted effect of over 75% in size; some results filed as inactive show a strong effect at the top dose
# Target sequence (P49798 whole entry, looked up): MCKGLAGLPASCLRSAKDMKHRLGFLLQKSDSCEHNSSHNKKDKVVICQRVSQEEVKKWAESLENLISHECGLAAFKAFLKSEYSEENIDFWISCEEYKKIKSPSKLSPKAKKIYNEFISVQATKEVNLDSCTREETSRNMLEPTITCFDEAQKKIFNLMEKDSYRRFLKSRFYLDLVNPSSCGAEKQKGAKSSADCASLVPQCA
#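 MLSMR compounds (23 nl, pin-transferred) preincubated 10 min at room temperature with a 500nM (2x) first reagent, then RGS4 at 900nM (2x) plus Transcreener GDP mix added; fluorescence polarization (620/688 nm) read before and after 90 min at 30 °C.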
# * marks the source's active call; other numbers are inactive results; u = inconclusive; x = not tested or not shown; & = joins results of further samples; [ ] = dose if it differs, or a comment. Unless noted, the call rests on the fitted dose curve; in most records, active means well fitted curve in the direction sought with a large enough effect; inconclusive means small, poorly fitted or top-dose-only effect, or another doubt; inactive means no such curve, though single readings can be large; an effect the other way counts as inactive or inconclusive. Not all compounds are listed (hit frequency here may not be typical).
Molecule,ERG Ets-DNA blk,JMJD2A Tudor inh,ALOX12 inh,HP1b binding inh,BAZ2B inh,PI4K2A inh,G9a block,GLS inh,RGS4 inh
COc1cc2nc(NCCC(C)C)n3nc(-c4ccccc4)nc3c2cc1OC,0%,-13%,-18%,-10%,-10%,5,-13%[59 µM],-13%,27%
CCOC(=O)C1=C(C)N(C)C(=S)NC1c1cccc(Cl)c1Cl (stereo unspecified),-1%,-13%,u,28%,-33%,-2,2%,-1%,-7%
CCN(CC)c1ccc(C(=C2C=CC(=[N+](CC)CC)C=C2)c2ccc(S(=O)(=O)O)cc2S(=O)(=O)[O-])cc1,4%,u,u,22µM*,x,-56*,x,-7%,u
CCCNC(=O)C(=O)NCC1CCCN1CC (stereo unspecified),2%,-14%,14%,8%,-13%,2,-8%[59 µM],7%,-1%
O=C(Nc1cccnc1)c1cc(-c2ccc(Cl)cc2)on1,6%&2%,-13%&-16%,8%&-5%,14%&1%,-4%&2%,-3&4,-32%,-6%&-3%,0%&-6%
CN1CCN(C(=O)c2ccccc2NC(=O)COc2ccccc2Cl)CC1,1%,-6%,0%,28%,-5%,6,11%,-12%,0%
COc1ccc(N(CC(=O)NC2CCS(=O)(=O)C2)S(=O)(=O)c2cc(C)ccc2C)cc1 (stereo unspecified),-4%,-12%,18%,15%,x,-3,x,2%,15%
C=CCN(c1ccccc1)S(=O)(=O)c1cccc(C(=O)NCc2ccco2)c1,-4%,-19%,-4%,-12%,x,-5,x,43%[activator],-19%
O=C(CNC(=O)C1CCCCC1)NNC(=O)c1ccc(Cl)cc1Cl,0%,-17%,14%,30%,-4%,0,x,12%,2%
CCCCN(C)C(=O)c1nc2ccccn2c1CN1CCN(C/C=C/c2ccccc2)CC1,5%,-11%,-11%,15%,-7%,-4,x,-23%,-33%
O=C(Nc1nnc(C2=COCCO2)o1)c1ccc([N+](=O)[O-])cc1,13%,50µM*,1%,41%[activator],35µM*,-4,u,2%,-36%
Cc1ccc(CCC(=O)Nc2ccc(Br)cc2)o1,2%,2%,0%,-6%,-25%,-1,17%,-1%,8%
COc1ccc(NC(=O)CSc2nnc(Cn3cnc([N+](=O)[O-])n3)n2C)cc1,10%,-8%,-10%,26%,-6%,-2,2%,2%,-22%
CS(=O)(=O)Nc1ccc(-c2cn3cccnc3n2)cc1,3%,-15%,-15%,28%,19%,4,-16%[2.33 µM],4%,-17%
CCc1ccc(NC(=O)Cn2c3[n+](c4c(F)c(F)ccc42)CCCCC3)cc1,2%,-1%,u,30%,-23%,0,u,-15%,-2%
CC(=O)N1CCN(Cc2nc3cc(NC(=O)c4ccccc4Cl)ccc3n2C)CC1,9%,-26%,17%,1%,-8%,4,x,-6%,-8%
CCN=C1SC(C(=O)Nc2ccc(Cl)c(Cl)c2)CC(=O)N1CC (stereo unspecified),-6%,3%[11.4 µM],0%,50%[activator],9%,3,11%[59 µM],7%,-20%[11.4 µM]
NC(=O)CC(NC(=O)Cc1cccc2ccccc12)c1ccc(NC2CCCCC2)c([N+](=O)[O-])c1 (stereo unspecified),-1%,-16%,u,1%,-10%,-1,-14%[12.7 µM],2%,2%
Cc1cc(C)cc(NC(=O)COC(=O)CCc2ccc(S(=O)(=O)N3CCOCC3)cc2)c1,-3%,-11%,-4%,9%,-6%,0,5%,-1%,31%
COC(CNC(=O)c1ccc2c(c1)ncn2-c1ccc(F)cc1F)OC,-1%,-1%,-2%,37%,11%,-1,-1%,-4%,-18%
CCc1nn(CC(=O)NC2CCN(Cc3ccccc3)CC2)c(=O)c2cc3cc(F)ccc3n12,-12%,-10%,-9%,30%,-10%[57.1 µM],0,45µM*,-6%,-5%
Cc1cccc(C)c1NC(=O)CN(C)CC(=O)N(C)CC(=O)Nc1ccccc1Br,-7%,-8%,15%,45%[activator],2%,3,31%[activator][12.7 µM],-11%,-13%
Cc1nc(C)c(C(=O)Nc2cccc(F)c2)s1,11%,-6%,0%,20%,10%,0,3%,-13%,-15%
Cc1ccc(-n2nnnc2CNC(=O)c2ccccc2C)cc1C,6%,-4%,-12%,30%,6%,1,3%[59 µM],4%,8%
O=C(NCN1CCOCC1)c1cnccn1,0%,-16%,-13%,26%,-3%,1&-4,-1%,-2%&9%,7%
O=C1C2C(C(=O)N1/N=C/c1cc([N+](=O)[O-])c(O)cc1O)C1C=CC2C12CC2 (stereo unspecified),7%,50µM*,u,-19%,u,-7,56µM*,10%,-17%
O=C(CSc1nnc(SCc2ccccc2)s1)N/N=C/c1ccc(C(=O)O)cc1,4%,-14%,4%,-3%,-3%,-1,-6%,24%,-2%
COC(=O)C(Cc1ccccc1)NC(=O)c1ccc(C)cc1 (stereo unspecified),-6%,-5%,-14%,28%,-3%,-2,19%[59 µM],0%,10%
COc1ccc(NC(=O)Cn2c(=O)oc3cc(S(=O)(=O)N4CCC(C)CC4)ccc32)c(OC)c1,-1%,u,-17%,36%,-16%,0,1%[59 µM],-5%,0%
CCCS(=O)(=O)c1nc(S(=O)(=O)c2ccc(C)cc2)c(N(CC)CC)s1,-2%,6%,-18%,43%,1%,-2,-4%[59 µM],-28%,-19%
COc1ccc(C2C(C#N)=C(N)OC3=C2C(=O)CC(C)C3)c(OC)c1OC (stereo unspecified),-8%,-31%,0%,26%,11%,-2,-5%[12.7 µM],15%,6%
COc1ccccc1Oc1ccc2c(c1)C(=O)N(c1cccc(O)c1)C2=O,5%,u,-19%,-14%,-7%,12,2%[59 µM],12%,-16%
CC(C)C[C@H](NC(=O)NCc1ccccc1Cl)C(=O)O,4%,-8%,u,35%,9%,0,2%[59 µM],-2%,-2%
CC(C)c1ccc(OC(=O)NCCO)cc1,4%,-5%,-23%,38%,6%,-2,8%[12.7 µM],-2%,-25%
Cc1ccc(C)c(NC(=O)CCCN2C(=O)C(c3ccccc3)Oc3cccnc32)c1 (stereo unspecified),1%,-2%,-35%,36%,-8%,-2,5%[59 µM],7%,14%
O=C(NC12CC3CC(CC(C3)C1)C2)c1cc2nc(-c3ccco3)cc(C(F)(F)F)n2n1,-22%,9%,x,33%,-3%,2,-15%,-3%,-28%
COC(=O)CCC/C=C1\SC[C@@H](NC(=O)c2ccccc2)C1NC(C)=O (stereo partly specified),-14%,-8%,-2%,31%,2%,4,18%[59 µM],5%,5%
CC(=O)c1cnc2scnn2c1=O,3%,-12%,5%,11%,0%,-1,11%[12.7 µM],0%,8%
COc1ccc(OC)c(NC(=O)CSc2nc3ccccc3c(=O)n2CCC(=O)NC2CCCCC2)c1,0%,-20%,-18%,44%[activator],-1%,4,-2%[59 µM],-25%,-34%
COc1ccc(OCC(=O)Nc2ccc(S(=O)(=O)Nc3cc(C)nc(C)n3)cc2)cc1,6%,u,-9%,16%,-9%,-16,-29%,8%,u
COc1ccccc1NC(CC(=O)c1ccccc1)C(=O)OCC(=O)c1ccc(Br)cc1 (stereo unspecified),-7%,-21%,-7%&2%,19%,-34%,8,u,3%,u
Cc1cc(C)c(C(=O)CSc2nnc(-c3cccnc3)n2C)c(C)c1,-11%,-4%,-6%,35%,u,0,u,4%,16%
O=C1NC(c2ccccn2)Nc2sc3c(c21)CCC3 (stereo unspecified),5%,u,5%,11%,u,-1,22µM*,11%,-39%
CCCc1nc2ccccc2c(C(=O)O)c1CC,-3%,-25%,9%,16%,-7%,2,23%[0.501 µM],2%,-3%
Cc1nnc(NC(=O)c2ccc(F)c(S(=O)(=O)N3CCOCC3)c2)s1,3%,-15%,-15%,17%,x,-3,x,1%,-6%
C=C[C@@](C)(O)CC[C@@H]1[C@@]2(C)CCCC(C)(C)[C@@H]2CC[C@@]1(C)O,-17%,-14%,0%,18%,13%,-2,u,0%,15%
Cc1c(CNCCc2ccc(Cl)cc2)c(C(=O)O)c(C)n1-c1ccccc1,-15%,-25%,u,-11%,-36%,7,u,-11%,-40%
Cc1cccc(NC(=O)CN(C)C(=O)C2CC2)c1C,5%[15.4 µM],-4%,-2%,22%,3%,-1,9%[2.33 µM],1%,-38%
CCN(CC)c1ccc(NC(=O)COc2ccccc2C#N)cc1S(=O)(=O)Nc1ccccc1OC,12%,u,u,u,-34%,1,2.5µM*,u,-40%
COc1ccc(C2CC(=O)Oc3ccc(OC)cc32)cc1 (stereo unspecified),-2%,-3%,u,46%[activator],x,-1,x,-10%,6%
CCCCOC(=O)c1c(C)oc2ccc(NS(=O)(=O)c3ccc(F)cc3C)cc12,-7%,-2%,-20%,40%[activator],9%,1,19%[59 µM],-10%,-14%

# High-throughput results: PubChem BioAssay, National Center for Advancing Translational Sciences (NCATS)
